ARFGAP1 inhibitor – inhibitors of rat ARFGAP1 GAP activity, primary screen, biochemical, fluorescence polarization, GDP tracer | ADP-ribosylation factor GTPase-activating protein 1 (Rattus norvegicus), Q62848 | Arfgap1-stimulated ARF1 GTP hydrolysis, GDP FP detection | inhibition, % at 16.5 µM | 360,000 compounds, 0.26% hits;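 active means inhibition above a per-plate limit, mean inhibition of low control wells plus 3 SD, cut at about 25% in these data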;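 further: 0% = DMSO wells with enzyme and 100% = wells lacking Arfgap1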
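Repeats: one replicate per compound; assay system: rat Arfgap1 catalytic domain, aa 1-136; times: enzyme reaction 120 min at 25 °C after 20 min preincubation; detection: FP of antibody-bound GDP Alexa 633 tracer, ex 620/em 688 nm; benchmarks: high control wells lacking Arfgap1, low control full reaction with DMSO; reagent: human ARF1(Δ1-17)-GTP substrate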
PLC-beta3 inh – human PLC-beta3 inhibitors, primary screen, biochemical, fluorescence; 370,000 compounds, 0.18% hits; 1-phosphatidylinositol 4,5-bisphosphate phosphodiesterase beta-3 (Homo sapiens), Q01970; inhibition, % at 12.2 µM; Purified PLC-beta3, fluorogenic substrate; in the data active means inhibition above about 11%;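 further: 0% = median of compound wells on plate and 100% = full blocker control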
PLCg1 inh – PLC-gamma1 enzyme inhibitors, primary screen, biochemical, fluorescence, purified enzyme; 1-phosphatidylinositol 4,5-bisphosphate phosphodiesterase gamma-1 (Homo sapiens), P19174; fluorogenic substrate; inhibition, % at 12.2 µM; 370,000 compounds, 0.84% hits; in the data active means inhibition above about 9.5%
SIAE primary – human SIAE inhibitors, primary screen, biochemical, fluorescence polarization, FP-Rh probe, 1536-well HTS; Sialate O-acetylesterase (Homo sapiens), Q9HAT2; SIAE FP-Rh probe binding; inhibition, % at 9.66 µM; 370,000 compounds, 0.69% hits; AID 1053197, 2014;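 active means inhibition above a cutoff: mean of compounds within the control limits plus 3 SD of those, cut at about 17% in these data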;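 further: 0% = plate median of compound wells and 100% = probe without SIAE protein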
TDP2 absorb – human TDP2 enzyme inhibitors, primary screen, biochemical, epi absorbance, recombinant enzyme; T5PNP hydrolysis, p-nitrophenol absorbance 415 nm; inhibition, % at 12.8 µM; 370,000 compounds, 0.34% hits; AID 720702, 2013;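 active means inhibition above the mean of all tested compounds plus 3 SD, set per campaign, cut at about 25% in these data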;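 further: 0% = DMSO with enzyme and 100% = buffer with substrate but no TDP2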
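System – recombinant human TDP2 · Amount – 120 nM TDP2 per well · Buffer or medium – Mg2+-containing Tris-HCl buffer, pH 7.5 · Reagent – T5PNP substrate, 5 mM · Dosing – 12.8 µM single point, 1% DMSO · Incubation – 2 h at 37 °C · Measured by – epi absorbance · Read-out basis – percent inhibition · Benchmarks – high control without enzyme, low control DMSO plus TDP2 · Repeats – singlicate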
DDE Tn6 FP inh – inhibitors of Tn6 peptide binding to fibrin DD(E), primary screen, biochemical, fluorescence polarization, human fibrin, Tn6 probe. Fibrinogen beta chain (Homo sapiens), P02675. Fibrin DD(E) TRITC-Tn6 fluorescence polarization displacement. inhibition, % at 8.3 µM. 370,000 compounds, 0.21% hits. AID 720509, 2013;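 active means inhibition above a per-campaign cutoff: mean of compounds within control limits plus 3 SD, cut at about 15% in these data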;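 further: 0% = median of all compound wells on the plate and 100% = blocking peptide control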
Target sequence (P02675 whole entry, looked up): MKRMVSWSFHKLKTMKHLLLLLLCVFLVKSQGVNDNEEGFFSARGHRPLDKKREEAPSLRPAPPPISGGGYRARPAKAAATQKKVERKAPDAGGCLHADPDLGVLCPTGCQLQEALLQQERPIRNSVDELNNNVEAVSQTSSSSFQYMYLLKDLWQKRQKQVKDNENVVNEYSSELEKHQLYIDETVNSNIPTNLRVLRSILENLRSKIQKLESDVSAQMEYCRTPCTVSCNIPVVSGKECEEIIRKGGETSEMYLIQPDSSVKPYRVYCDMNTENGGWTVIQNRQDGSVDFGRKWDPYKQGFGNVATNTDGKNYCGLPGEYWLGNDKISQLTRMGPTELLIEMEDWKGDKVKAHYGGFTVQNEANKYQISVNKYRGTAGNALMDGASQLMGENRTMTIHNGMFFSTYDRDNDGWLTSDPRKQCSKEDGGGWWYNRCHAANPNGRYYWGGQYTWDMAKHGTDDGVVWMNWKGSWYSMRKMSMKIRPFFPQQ
ADAM17 inh – ADAM17 inhibitors, primary screen, biochemical, QFRET; recombinant ADAM17, EDANS/DABCYL FRET peptide cleavage; inhibition, % at 6.95 µM; 370,000 compounds, 0.83% hits;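 active means inhibition above the mean of compounds lying between control limits plus 3 SD, set per campaign, cut at about 8.5% in these data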;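 further: 0% = DMSO-only wells as the low control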
Tn7 DDE FP – inhibitors of Tn7 peptide binding to fibrin DD(E), primary screen, biochemical, fluorescence polarization, human fibrin, Tn7 probe. FP displacement of FITC-Tn7 peptide from fibrin DD(E); 0% = median of compound wells per plate. inhibition, % at 8.3 µM. 370,000 compounds, 0.13% hits. AID 720508, 2013;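 active means inhibition above the mean of compounds falling within the control limits plus 3 SD of them, cut at about 14% in these data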;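 further: 0% = plate median of compound wells and 100% = 10 µM Aha-Tn7 peptide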
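Test system: human clot-derived fibrin DD(E) complex / Quantity: 2 µM final DD(E) protein / Incubation: 10 min plus 3 h, room temperature / Measured by: fluorescence polarization / Benchmarks: high control of 10 µM Aha-Tn7 peptide / Replicates: singlicate testing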
ASAP1 inh – inhibitors of human ASAP1 ArfGAP activity, primary screen, biochemical, fluorescence polarization | Arf-GAP with SH3 domain, ANK repeat and PH domain-containing protein 1 (Homo sapiens), … | ASAP1-stimulated ARF1 GTP hydrolysis, GDP FP detection | inhibition, % at 16.5 µM | 360,000 compounds, 0.19% hits | AID 624377, 2012; in the data active means inhibition above about 25%;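 further: 0% = vehicle with enzyme and substrate and 100% = no enzyme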
ADAM10 inh – human ADAM10 inhibitors, primary screen, biochemical, QFRET, HTS. inhibition, % at 7 µM. recombinant ADAM10, EDANS/DABCYL FRET peptide cleavage, 3 h. 370,000 compounds, 0.62% hits. AID 720582, 2013;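 active means inhibition above a per-campaign cutoff equal to the mean of compounds falling between control-based bounds plus 3 SD, cut at about 20% in these data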;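 further: 0% = DMSO wells while the 100% control is not disclosed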
Target sequence (O14672 214-748 limits assumed): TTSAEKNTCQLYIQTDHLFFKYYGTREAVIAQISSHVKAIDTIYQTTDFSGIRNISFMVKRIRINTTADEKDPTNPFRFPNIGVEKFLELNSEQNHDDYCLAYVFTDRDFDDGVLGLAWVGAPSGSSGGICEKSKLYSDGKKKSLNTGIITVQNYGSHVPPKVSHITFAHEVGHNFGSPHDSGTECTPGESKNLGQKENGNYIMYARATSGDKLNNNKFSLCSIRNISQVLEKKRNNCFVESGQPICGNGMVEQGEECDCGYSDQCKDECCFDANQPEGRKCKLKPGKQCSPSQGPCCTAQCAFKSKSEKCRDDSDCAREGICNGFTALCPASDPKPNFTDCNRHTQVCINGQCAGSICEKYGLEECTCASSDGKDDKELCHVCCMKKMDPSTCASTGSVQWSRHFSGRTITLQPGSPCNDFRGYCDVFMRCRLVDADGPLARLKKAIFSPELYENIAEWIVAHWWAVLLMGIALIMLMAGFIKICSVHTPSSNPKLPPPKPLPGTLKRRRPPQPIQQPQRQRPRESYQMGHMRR
The depositor's hits bear a star; x = not tested or not shown.

| SMILES | ADAM17 inh | PLC-beta3 inh | TDP2 absorb | ADAM10 inh | SIAE primary | ARFGAP1 inhibitor | Tn7 DDE FP | ASAP1 inh | DDE Tn6 FP inh | PLCg1 inh |
| --- | --- | --- | --- | --- | --- | --- | --- | --- | --- | --- |
| COc1c(O)cc(O)c2c(=O)cc(-c3ccccc3)oc12 | 2.1 | 4.6 | -11.4 | -11.2 | 0.0 | -1.2 | 0.6 | 6.8 | 0.3 | 2.4 |
| Cc1cc(=O)c(C(=O)O)nn1-c1cccc(C(F)(F)F)c1 | 1.6 | -0.7 | -13.1 | 0.2 | -2.2 | 5.1 | -6.0 | 6.6 | -4.0 | 1.8 |
| Cc1ccc(NC(=O)NCC(c2cccnc2)N2CCOCC2)cc1 (configuration not stated) | -4.0 | 3.2 | 6.3 | 2.1 | 5.0 | 4.9 | -7.4 | 6.0 | -4.8 | 5.0 |
| CCC(C)c1ccc(OCC(=O)Nc2ccc(Cl)cn2)cc1 (configuration not stated) | -1.9 | 1.4 | 2.3 | 4.5 | 0.9 | 0.7 | -2.8 | 6.0 | -6.6 | -1.3 |
| O=C(/C=C/c1cn(CC(O)CN2CCCCC2)c2ccccc12)c1cccs1 (configuration not stated) | -3.7 | -323.7 | -2.9 | -11.8 | -2.7 | 6.5 | -1.7 | -2.7 | -0.8 | -292.6 |
| Cc1onc(-c2c(F)cccc2Cl)c1C(=O)OCC(=O)NC1CC1 | 0.3 | 1.4 | 4.5 | -3.2 | -2.8 | -10.4 | 0.5 | -1.0 | 8.8 | 2.5 |
| CC(C)C(=O)N1CCc2cc(-c3csc(N)n3)ccc21 | -12.2 | -70.7 | -0.4 | -45.2 | 10.0 | 12.6 | -2.0 | 6.4 | -7.5 | -54.8 |
| N#C/C(C(=S)Nc1ccccc1)=C1/NN=C(N2CCOCC2)N1c1ccccc1 | -0.3 | -1.4 | 10.7 | -1.1 | 12.9 | 3.4 | -1.2 | 3.7 | -5.0 | -1.3 |
| CC1CCN(C(=O)CSc2nc(C(C)C)nc3c2c(=O)n(C)c(=O)n3C)CC1 | -1.2 | -3.0 | 18.2 | 0.3 | 4.5 | -7.6 | 1.0 | -5.6 | 1.8 | 4.8 |
| CCCCOC(=O)N1CCOCCOCCOCCOCC1 | -3.2 | 5.1 | 3.7 | 0.4 | 2.8 | -8.2 | 3.8 | -10.2 | 1.7 | 0.9 |
| Cc1nn(S(=O)(=O)c2ccc(Cl)cc2)c(C)c1S(=O)(=O)N1CCOCC1 | 0.7 | -7.3 | 13.6 | -35.0 | -0.9 | 7.8 | -2.5 | 4.7 | -1.8 | -0.9 |
| O=C(Nc1nc(N2C(=O)c3ccccc3C2=O)n(-c2ccccc2)n1)c1ccc(Cl)cc1 | 6.9 | -12.9 | -14.8 | 7.0 | -9.2 | 4.8 | 3.4 | -13.6 | -6.7 | -10.5 |
| CC(/C=C/C(=O)c1ccc(C)cc1)=C\c1ccccc1 | 5.4 | 8.0 | -20.1 | 9.7 | -2.3 | -10.4 | -1.8 | -2.0 | -0.1 | 10.4* |
| Cn1c(=O)cc(-c2ccccc2)c2ccccc21 | -4.5 | -4.8 | 11.7 | -23.4 | 3.5 | 9.8 | -5.1 | 5.3 | -3.8 | -3.9 |
| Cc1ccc(S(=O)(=O)N2CCC[C@H]2C(=O)Oc2ccccc2)cc1 | 3.5 | 3.9 | -11.3 | -1.4 | 0.9 | -0.9 | -6.7 | 4.1 | 1.1 | 4.2 |
| Cn1c(CNS(=O)(=O)c2ccc(Br)cc2)n[nH]c1=S | -6.2 | 3.3 | -4.0 | 0.1 | -1.7 | -1.5 | 0.0 | -3.0 | 5.2 | 3.0 |
| CCCCNC(=O)C1CCCN1C(=O)Nc1cccc(C)c1 (configuration not stated) | 5.8 | -1.0 | 3.5 | -9.3 | 4.5 | x | 2.9 | x | 12.1 | 0.5 |
| CCC1=Nc2cc(C(=O)NCCN3CCCC3)ccc2Sc2ccc(C)cc21 | -2.1 | -3.0 | -2.1 | -0.6 | -10.4 | -4.7 | -3.6 | -17.8 | -0.5 | 1.0 |
| CCC(C)(C)NC(=O)Cc1ccccc1OC | -4.4 | -0.1 | -9.6 | -1.9 | -6.7 | -5.6 | 1.1 | 4.8 | -9.8 | -1.0 |
| COc1cccc(C2CC(c3ccc(Cl)cc3)Nc3nc(N)nn32)c1 (configuration not stated) | -2.4 | -6.5 | 9.6 | -19.5 | 0.5 | -7.5 | 0.6 | -13.7 | 1.9 | -6.2 |

Arranged by the number under Tn7 DDE FP (falling): three from the list above.
mol | Tn7 DDE FP
N#C/C(C(=S)Nc1ccccc1)=C1/NN=C(N2CCOCC2)N1c1ccccc1 | -1.2
CCC(C)c1ccc(OCC(=O)Nc2ccc(Cl)cn2)cc1 (configuration not stated) | -2.8
Cc1cc(=O)c(C(=O)O)nn1-c1cccc(C(F)(F)F)c1 | -6.0

(next part)
| SMILES | ADAM17 inh | PLC-beta3 inh | TDP2 absorb | ADAM10 inh | SIAE primary | ARFGAP1 inhibitor | Tn7 DDE FP | ASAP1 inh | DDE Tn6 FP inh | PLCg1 inh |
| --- | --- | --- | --- | --- | --- | --- | --- | --- | --- | --- |
| CCOc1ccc(C(=O)Nc2ccccc2OC(F)F)cc1 | -0.7 | -9.3 | 6.5 | 3.0 | 2.3 | 3.5 | 9.4 | -11.3 | 4.2 | 0.1 |
| CC(=O)Nc1ccc(CC(=O)Nc2ccc3c(c2)OC2(CCCC2)O3)cc1 | -1.8 | -0.1 | 1.3 | 3.2 | 4.5 | 4.8 | -0.3 | -4.4 | -3.4 | -0.3 |
| CC1CCN(C(=O)Cn2cc(C#N)c3ccccc32)CC1 | -4.8 | 0.2 | -2.2 | -4.0 | -2.3 | -0.4 | 4.5 | 2.8 | 4.5 | -2.5 |
| CN=c1scc(-c2ccc(Cl)cc2)n1C | 0.5 | 3.2 | 4.3 | 1.2 | -5.6 | 5.3 | -1.5 | 0.5 | 5.8 | -0.6 |
| CC(=NNC(=S)N1CCC1)c1ccccn1 | 3.4 | 1.0 | -1.5 | -11.2 | -1.7 | -8.7 | -5.5 | 5.3 | 1.1 | 2.3 |
| CC(=O)c1ccc(NC(=O)c2ccc(S(=O)(=O)N3CCCC3)cc2)cc1 | 2.3 | 0.3 | 8.8 | 1.2 | 8.6 | -0.9 | -4.7 | 5.4 | -3.4 | -0.1 |
| O=S1(=O)CC(N2CCN(Cc3ccccc3F)CC2)CN1Cc1cn(Cc2ccccc2)nn1 (configuration not stated) | -2.9 | 1.4 | -5.4 | 0.5 | -0.2 | 0.1 | 2.7 | 9.2 | -5.2 | -1.6 |
| COc1ccccc1OCCCCN1CCC(C)CC1 | -2.8 | -5.6 | 5.5 | -0.7 | 5.3 | 5.4 | 10.2 | 0.3 | -8.8 | 3.1 |
| CC(C)c1ccc(/C=C/C(=O)NC(=S)Nc2ccc(CN3CCOCC3)cc2)cc1 | -2.0 | -2.5 | 4.4 | 1.8 | -5.7 | 6.7 | -4.7 | 4.8 | 0.8 | -15.4 |
| O=C(N/N=C/c1ccc(O)cc1)c1ccc(NC(=O)c2ccccc2Br)cc1 | 2.0 | -44.5 | -9.9 | 8.9 | 0.6 | -0.6 | 3.6 | 6.9 | -12.3 | -34.3 |
| N#Cc1cccc(NC(=O)COC(=O)CCc2ccc(S(=O)(=O)N3CCOCC3)cc2)c1 | -7.3 | -3.3 | -14.3 | 8.5 | 1.5 | 9.0 | 3.9 | 4.0 | 0.4 | 9.5 |
| COc1ccc(NC(=O)C(C)N2C(=O)c3ccccc3C2=O)c(OC)c1 (configuration not stated) | -3.1 | 2.2 | -1.2 | -3.2 | -1.0 | -6.1 | -0.9 | -2.6 | 0.8 | 0.4 |
| CCC(CC)C(=O)NCc1ccccc1Cl | -1.0 | 4.9 | 10.1 | -0.6 | 2.8 | -7.4 | 0.0 | -11.8 | -10.5 | -0.1 |
| CC(=O)c1cccc(NC(=O)CN2C(=O)NC(C)(C)C2=O)c1 | -3.1 | -4.1 | 0.7 | -12.8 | 3.8 | -0.3 | -8.9 | 7.8 | 1.6 | 3.1 |
| CCN(CC(=O)Nc1c(F)cccc1F)C(=O)c1cc2c(cc1Cl)N1CCCCCC1=NS2(=O)=O | -3.1 | -0.8 | 11.4 | -2.2 | 2.4 | 1.4 | -0.4 | -11.2 | 4.3 | 4.1 |
| COC(=O)c1ccccc1NC(=O)CSc1n[nH]c(C)n1 | -5.2 | 1.4 | -1.6 | -3.5 | 1.6 | 1.5 | 0.3 | -9.3 | 3.5 | -0.6 |
| CCOC(=O)[C@]12CCC=C1N(Cc1ccc3c(c1)OCO3)C(=O)[C@H](CC(=O)N1CCOCC1)C2 | 1.5 | 2.4 | 5.6 | 0.5 | -0.9 | -2.6 | -0.3 | -4.2 | 2.0 | 4.2 |
| CCOC(=O)c1c(NC(=O)c2ccco2)sc2c1CCCC2 | -4.5 | -6.0 | 1.9 | -2.8 | -1.0 | 3.7 | -2.2 | -1.8 | -3.3 | -3.2 |
| COc1ccc(NC(=O)CN(C)C(=O)c2cc3c(s2)CCCCC3)cc1 | -5.0 | -9.2 | -5.6 | -6.5 | -1.0 | -8.8 | 0.4 | -0.1 | -1.9 | -3.1 |
| CN(C)c1ccc(CNC(=O)c2cc(S(=O)(=O)N3CCOCC3)cn2C)cc1 | 2.7 | -0.9 | -0.2 | -10.2 | 6.6 | -7.1 | -2.2 | -4.5 | 5.2 | 0.4 |
| O=C(NCCc1ccccc1)c1cccc(NC(=O)C2CCCCC2)c1 | 2.0 | 5.6 | -0.3 | 6.0 | -0.8 | 3.0 | -0.7 | -10.5 | 1.5 | 3.9 |
| Cc1ccc(C(=O)Nc2nnc(S(=O)(=O)N3CCOCC3)s2)cc1 | -4.2 | -0.1 | -8.2 | -14.3 | -4.3 | -1.7 | -2.3 | 3.9 | 7.1 | -2.2 |
| CCCCOCCCNC(=O)C[C@@H]1C(=O)N(CCc2ccc(Cl)cc2)C2=CCCCC[C@]21C(=O)OC | 2.1 | 0.8 | 0.9 | 4.7 | 0.5 | x | -2.0 | x | 7.5 | -0.5 |

Assay outcomes (PubChem BioAssay)
